# p53 reactivator – re-activators of mutant p53. H1299 p53-A138V BP100-luciferase reporter, luminescence, 24 h. Potency, µM (series often up to 92.2 µM), for inactives: top-dose activity change, positive = activation, most hits filed as activators. 320,000 compounds, 0.063% hits. AID 504706; further: potency means the concentration at half of the fitted maximal effect; % of control where 0% means no effect; nearly all actives have a fitted effect of over 45% in size
#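 p53-null H1299 cells stably carrying temperature-sensitive p53-A138V and a BP100-luciferase reporter were pinned with compounds (4-point, 1:5 series) and held 24 hrs at 37 deg C. Luminescence was read 10 min after detection reagent.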
# FLuc counter – counter-screen for miR-21 project: firefly luciferase inhibitors or activators. purified FLuc, Km substrates, luminescence inhibition. Potency, µM (titrated, usually from 57.5 µM), for the others: at the top dose activity change, negative = inhibition, actives largely listed as inhibitors. P08659. AID 588342. 360,000 compounds, 6.9% hits;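 further: potency means the concentration at half of the fitted maximal effect; plate controls were vehicle for no effect and reference inhibitor for full effect; nearly all actives have a fitted effect of over 55% in size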
#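 Biochemical qHTS of compounds, final roughly 60 µM downward over six points, against 10 nM purified firefly luciferase using Km concentrations of substrates (10 uM D-luciferin, 10 uM ATP) in Tris acetate pH 7.5 buffer; luminescence output.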
# Rab9 prom act – activators of Rab9 promoter. Huh7 Rab9 promoter-luciferase reporter, luminescence, 24 h. Potency, µM (series often up to 9.22 µM), inactives show top-dose activation, negative = inhibition, hits mostly activators. 320,000 compounds, 2.8% hits; further: potency means the concentration at half of the fitted maximal effect; % of control where 0% means no effect; nearly all actives have a fitted effect of over 60% in size
#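 Cells were plated at 1500 per well in reduced-serum medium with 10% FBS and left 2 h. Compound in DMSO was then added for 24 h at 37 °C. Reporter signal was read by luminescence after 10 min with luciferase detection reagent.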
# RORg inh – ROR gamma (mouse) transcription inhibition; AID 2551; 310,000 compounds, 5.4% hits; Potency, µM (top dose mostly 53.6 µM), for inactives: at the highest dose activity change, negative = inhibition, actives largely listed as inhibitors; Drosophila S2 Gal4-RORgamma UAS-luciferase reporter, 20 h; P51450; further: potency means the concentration at half of the fitted maximal effect; on the % scale 0 is the no-effect control and ±100 the full control effect; nearly all actives have a fitted effect of over 60% in size
#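 Schneider cells (Drosophila), stable Gal4 DBD–ROR gamma + UAS-luc; 1 hr cmpd preincubation; Cu2+ induction 700 uM final; 20 hr ambient; luminescence.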
# ELG1 genotox – genotoxicity induction in ELG1-luciferase HEK293T cells; Potency, µM (titrated, usually from 46 µM), without a hit: at the top dose activity change, positive = activation, actives largely listed as activators; HEK293T ELG1-luciferase reporter, luminescence, 16 h; 330,000 compounds, 1.3% hits; further: potency means the concentration at half of the fitted maximal effect; % of control where 0% means no effect; nearly all actives have a fitted effect of over 60% in size
#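 HEK293T cells expressing luciferase-tagged ELG1 were treated with compound or DMSO for 16 hr at 37°C. Luciferase activity was then read after 30 min with ONE-Glo at room temperature; rising signal flags genetic stress.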
# Gal4-VP16 FLuc – inhibits Gal4-VP16 luciferase reporter, ROR gamma counter-screen; AID 2546; Drosophila S2 Gal4-VP16 UAS-luciferase, luminescence, 20 h; Potency, µM (highest dose often 53.6 µM), for inactives: at the highest dose activity, negative = inhibition, actives largely listed as inhibitors; 310,000 compounds, 3.5% hits;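 further: Gal4-VP16 expression switched on by copper sulfate through the metallothionein promoter; potency means the concentration at half of the fitted maximal effect; on the % scale 0 is the no-effect control and ±100 the full control effect; nearly all actives have a fitted effect of over 50% in size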
# TRPV1 ag – agonists of human vanilloid receptor 1 (TRPV1). Q8NER1. TRPV1-expressing cells, Fluo-8 calcium influx, agonist mode. activation, % at 8.33 µM. 320,000 compounds, 0.19% hits. AID 540275; in the data active means activation above about 80%; inconclusive means between about 30% and that limit; further: 0% is about no effect
# Target sequence (Q8NER1 whole entry, looked up): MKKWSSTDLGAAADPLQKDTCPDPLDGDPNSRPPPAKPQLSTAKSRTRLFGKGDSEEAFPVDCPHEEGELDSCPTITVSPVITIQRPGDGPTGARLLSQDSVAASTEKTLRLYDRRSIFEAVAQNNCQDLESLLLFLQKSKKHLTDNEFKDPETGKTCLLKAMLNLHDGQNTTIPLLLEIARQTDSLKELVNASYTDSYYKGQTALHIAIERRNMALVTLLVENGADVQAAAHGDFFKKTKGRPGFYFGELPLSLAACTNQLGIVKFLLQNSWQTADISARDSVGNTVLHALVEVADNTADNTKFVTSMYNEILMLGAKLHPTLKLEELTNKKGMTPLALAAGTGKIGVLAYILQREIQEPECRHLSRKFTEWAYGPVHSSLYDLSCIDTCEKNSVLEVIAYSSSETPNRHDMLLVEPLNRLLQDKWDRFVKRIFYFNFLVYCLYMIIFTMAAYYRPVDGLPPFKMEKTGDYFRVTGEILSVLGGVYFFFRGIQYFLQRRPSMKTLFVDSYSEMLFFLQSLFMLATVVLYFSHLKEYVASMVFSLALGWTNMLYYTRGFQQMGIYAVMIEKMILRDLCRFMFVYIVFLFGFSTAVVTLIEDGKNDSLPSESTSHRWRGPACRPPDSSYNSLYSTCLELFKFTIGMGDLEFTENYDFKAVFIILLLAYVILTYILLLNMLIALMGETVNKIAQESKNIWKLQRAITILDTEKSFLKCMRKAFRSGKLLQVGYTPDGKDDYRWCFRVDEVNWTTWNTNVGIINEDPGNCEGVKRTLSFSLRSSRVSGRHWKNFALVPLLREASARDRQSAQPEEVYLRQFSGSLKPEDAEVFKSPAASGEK
#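 Fluo-8 calcium influx in TRPV1-expressing cells, kinetic read (ex 480/em 520 nm). Compound added and read 3 min for agonist activity, followed by capsaicin at EC20 final and 2 min further read for enhancement.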
# BRCA1 expr act – BRCA1 expression activation; MCF7-BRCA1-FFLuc reporter, luminescence, 48 h; response scale: scaled: vehicle 0%, 10 µM genistein 100%; Potency, µM (doses to about 46.1 µM), inactives show at the highest dose activation, most hits filed as activators; 380,000 compounds, 1.1% hits; further: potency means the concentration at half of the fitted maximal effect; nearly all actives have a fitted effect of over 80% in size; some results filed as inactive show a strong effect at the top dose
#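 Activators of BRCA1 expression were detected as increased firefly luciferase luminescence in engineered MCF7 cells after 48 h compound incubation. Signals were scaled to genistein 10 microM as full activation.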
# ELG1 DNA repair – inhibitors of ELG1-dependent DNA repair in HEK293T cells | HEK293T ELG1-luciferase reporter, luminescence, 16 h; DNA damage induced by 5-fluorouridine | Potency, µM (doses to about 46.1 µM), for the others: at the top dose activity change, negative = inhibition, usual class: inhibitors | 330,000 compounds, 2.3% hits | AID 504467; further: potency means the concentration at half of the fitted maximal effect; on the % scale 0 is the no-effect control and ±100 the full control effect; nearly all actives have a fitted effect of over 55% in size
#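 Cells (2,000 per well) received 5-fluorouridine plus test compound or DMSO and were incubated 16 hr at 37 °C, 5% CO2. Luciferase activity was read by luminescence 30 min after ONE-Glo addition; signal suppression marked inhibition of damage-induced ELG1 function.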
# NPC1 promoter act – activates the NPC1 promoter; Huh7 NPC1 promoter luciferase reporter, 24 h; Potency, µM (top dose mostly 9.22 µM), inactives show top-dose activation, hits mostly activators; 320,000 compounds, 2.4% hits;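 further: potency means the concentration at half of the fitted maximal effect; % of control where 0% means no effect; nearly all actives have a fitted effect of over 60% in size; reporter is driven by a mutant NPC1 promoter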
#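 Huh7 cells stably carrying NPC1 promoter–luciferase, plated in Opti-MEM with 10% FBS for 2 h, were exposed to compound in DMSO for 24 h at 37 °C; luciferase reagent was added for 10 min and luminescence read.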
# Tb PFK inh – inhibitors of T. brucei phosphofructokinase; 330,000 compounds, 0.17% hits; T. brucei PFK, ADP-Glo luminescence; O15648; Potency, µM (titrated, usually from 57.5 µM), for inactives: top-dose activity, negative = inhibition, most hits filed as inhibitors;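 further: potency means the concentration at half of the fitted maximal effect; 0% = uninhibited 1x PFK enzyme wells and -100% = no-enzyme wells; nearly all actives have a fitted effect of over 60% in size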
#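 Compounds were pin-transferred as a titration series up to 57 uM into substrate buffer (0.5 mM F6P, 0.1 mM ATP, pH 8.0), then 1.25 nM PFK was added and reactions ran 45 min before ADP-Glo detection.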
# * hit, by the source's call; ? = inconclusive; nt = no result given; & = joins results of further samples; [ ] = dose if it differs, or a comment. Unless noted, the call rests on the fitted dose curve; in most records, active means well fitted curve in the direction sought with a large enough effect; inconclusive means small, poorly fitted or top-dose-only effect, or another doubt; inactive means no such curve, though single readings can be large; an effect the other way counts as inactive or inconclusive.
SMILES,p53 reactivator,FLuc counter,Rab9 prom act,RORg inh,ELG1 genotox,Gal4-VP16 FLuc,TRPV1 ag,BRCA1 expr act,ELG1 DNA repair,NPC1 promoter act,Tb PFK inh
CCN(CC)c1ccc(CNc2nc3ccccc3n2CCN2CCCCC2)cc1,-1%,?,-13%,8.9µM*,5%,?,23,-64%,2%,-9%,0%
CC(C)C(=O)Nc1ccccc1N1CCN(C(=O)c2ccccc2)CC1,-5%,-1%[2.3 µM],-5%,2%,-9%,-4%,1,-17%,-8%,-4%,8%
O=C(c1c[nH]c2ccc(S(=O)(=O)N3CCC4(CC3)OCCO4)cc2c1=O)N1CCOCC1,-4%,4%,-2%,-2%,-1%,3%,-2,-2%,0%,-3%,-3%
Nc1ncnc2c1ncn2[C@@H]1O[C@H](CNS(=O)(=O)c2cc3ccccc3s2)[C@@H](O)[C@H]1O,-5%,nt,nt,nt,5%,nt,nt,16%,?,nt,1%
COc1ccc(F)cc1S(=O)(=O)N1CCN(c2ccccn2)CC1,-21%,-1%,3%,1%,-1%,2%,-7,-1%,0%,0%,0%
CN(CCO)c1nc(N)c2c(N)nc3c(c2c1C#N)CC(=O)N3Cc1cccs1,1%,3%,-1%,-16%,-4%,2%,-2,-22%,?,-2%,-23%
COCCCNC(=O)c1cc(=O)n(Cc2ccc(Cl)cc2)c2ccccc12,8%,3%,-2%,22%,-14%,-1%,-14,-7%,-17%,-7%,11µM*
O=S(=O)(NCCN1CCOCC1)c1ccc2c(c1)OCCO2,-4%,0%,5%,-19%,0%,3%,2,-2%,-12%,-1%,-4%
Cc1snc(SCc2c(F)cccc2Cl)c1C#N,?,6%,-2%,16%,0%,-11%,25,0%,1%,-1%,-2%
COc1ccc(CCNC(=O)c2ccc(OCC(=O)N3CCOCC3)c(OC)c2)cc1,2%,3%,-2%,nt,-4%,nt,0,-7%,-3%,1%,-2%
Cc1ccc(S(=O)(=O)NCC(=O)Nc2cccnc2)cc1C,-3%,nt,nt,nt,3%,nt,nt,-13%,2%,nt,13%
CC(C)C(=O)N1N=C2CCCCC2C1(O)C(F)(F)F (configuration not stated),-6%,-1%,-2%,-9%,8%,-1%,-2,3%,-4%,1%,1%
NC(=O)N/N=C/c1cn(CC(=O)Nc2ccc(F)cc2)c2ccccc12,0%,-7%,0%,32%,-1%,-5%,3,-22%,-6%,0%,-7%
Clc1ccc(/C=N/Nc2nnc(Cl)c3ccccc23)cc1,?,?,?,?,?,-25%,-1,-6%,?,?,-10%
O=C1CC(c2ccco2)CC(O)=C1C=Nc1ccc(Br)cc1 (configuration not stated),8%,-4%,-9%,8%,1%,8%,2,-13%,-1%,-4%,-2%
CC(=O)c1cc(OC(=O)N2CCOCC2)ccc1OC(=O)N1CCOCC1,-11%,0%,0%,5%,0%,5%,1,11%,16%,1%,0%
CCCn1c(=O)c2ccccc2n2c(SCc3nnc(-c4ccccc4Br)o3)nnc12,-1%,-2%,-6%,-14%,-1%,0%,-2,0%,5%,-4%,-3%
CN(c1cccc(NC(=O)CN(c2ccc(F)cc2)S(C)(=O)=O)c1)S(C)(=O)=O,3%,-1%,-6%,3%,0%,-4%,-1,-1%,2%,-1%,-4%
O=C(O)C1CC=CCC1C(=O)NCc1cn2ccccc2n1 (configuration not stated),11%,4%,-3%,?,8%,18%,-2,-2%,?,-1%,3%
Cn1c(=O)oc2cc(S(=O)(=O)N3CCC(C(=O)NCc4ccccc4Cl)CC3)ccc21,-3%,4%&-2%,-6%,-25%,?,-19%,0,1%&8%,?,2%,0%
COc1cccc(-n2nc(C(C)=O)c(C#N)c2-c2ccco2)c1,-20%,4%,-7%,0%,1%,-12%,1,-13%,13%,1%,-8%
N=C1C(c2nc3ccccc3[nH]2)=C(O)CN1c1ccc(CC(=O)O)cc1,4%,-19%,1%,?,0%,6%,2,12%,5%,-4%,1%
CCCCN(C)C(=O)Cc1c(OC)ccc2cc(Br)ccc12,-8%,0%,-1%,12%,-6%,-7%,23,-36%,-8%,-1%,-5%
S=c1[nH]nc(-c2cccnc2)n1/N=C/c1cccs1,2%,-2%,-2%,?,1%,-1%,-6,-4%,-4%,-3%,-4%
CN(C(=O)COC(=O)c1cc(S(=O)(=O)N2CCCCC2)ccc1Cl)c1ccccc1,-11%,-2%,-1%,nt,1%,nt,17,8%,?,1%,-2%
O=C1CN=C(Nc2ccccc2Cl)N1Cc1ccc2c(c1)OCO2,-9%,0%,-4%,?,6%,0%,1,-8%,9%,0%,3%
Cc1c(NC(=S)NC(=O)c2ccco2)c(=O)n(-c2ccccc2)n1C,11%,5%,-9%,-13%,0%,-13%,1,1%,4%,-4%,-3%
Cc1nn(-c2ccccc2)c2sc(C(=O)n3cccn3)cc12,9%,?,15%,7%,1%,0%,-1,-29%,1%,0%,-2%
O=C(CNc1cccc2ccccc12)N/N=C/c1ccc(C(=O)O)cc1,-1%,-18%,10%,17%,0%,1%,-1,-5%,9%,2%,2%
O=C(NCc1ccc(F)cc1)C1CCCN1C(=O)Nc1ccc(F)cc1 (configuration not stated),4%,0%,1%,-3%,-2%,-8%,-3,1%,-3%,-2%,-1%
O=C1C2C3C=CC([C@@H]2C(=O)N1c1nccs1)C31CC1 (some centres not stated),4%,5%,-5%,-16%,1%,4%,4,0%,5%,-4%,5%
CC(C)(C)c1ccc(-c2n[nH]c(=S)n2CC2CCCO2)cc1 (configuration not stated),-2%,-10%,-2%,2.8µM*,-7%,10µM*,?,-17%,?,0%,8%
O=C(O)c1ccc(NC(=S)NC(=O)c2ccc(-c3ccc(Br)cc3)o2)cc1,9%,-5%,2%,-11%,7%,-11%,-2,19%,13%,1%,-5%
CC(/C=C/c1ccco1)=N\NC(=O)CNc1cccc(C)c1,-1%,-3%,1%,-24%,-8%,4%,-1,5%,2%,-5%,-4%
COC(=O)COc1ccc2occ(C(C)=O)c2c1,1%,-8%,1%,6%,-2%,?,2,7%,22%,8%,1%
COc1cccc(CNC(=O)CSc2ccc(-c3ccco3)nn2)c1,2%,-18%,-2%,1%,-1%,-7%,-3,29%,3%,0%,-6%
COc1ccc(NS(=O)(=O)c2ccc3c(c2)CCO3)cc1,0%,-3%,-5%,24%,-6%,-5%,1,-3%,3%,-7%,-1%
COCC(=O)Nc1cccc(-c2ccc3nncn3n2)c1,-3%,4%,0%,-36%,0%[9.26 µM],-5%,-4,-35%,21%,-2%,-4%
CN1C(C(=O)NCc2ccccc2)CC2Cn3c(nc4cc(Cl)c(Cl)cc43)C21 (configuration not stated),-4%,1%,-4%,18%,-3%,6%,-5,17%,-15%,-3%,-17%
CC(C)[C@@H]1CC[C@@H](C)c2c(-c3ccccc3)n[nH]c21,2%,-10%,1%,16µM*,-2%,?,-1,-39%,9%,2%,-1%
Cc1ccc2nsnc2c1S(=O)(=O)N1CCN(C)CC1,0%,1%,-11%,-3%,-2%,-2%,5,8%,13%,-4%,12%
COc1cccc(NC(=O)Cn2c(=O)n(CCCC(=O)NCc3ccco3)c(=O)c3ccccc32)c1,-10%,1%,-3%,15%,-10%,27%,-2,-21%,-14%,4%,4%
CCCCn1cnc2c(=S)nc(N)[nH]c21,-2%,-4%,-3%,-34%,-1%,-3%,2,0%,6%,-5%,-21%
COc1ccc(/C=C(\NC(=O)c2ccccc2Cl)C(=O)NCCCC(=O)O)cc1,-1%,-2%,21%,-11%,2%,0%[10 µM],1,-7%,?,-1%,-10%
COC(=O)c1ccc2c(c1)NC(=O)C(N1CCCCC1)S2 (configuration not stated),-1%,2%,4%,-23%,0%,0%,3,-31%,-17%,0%,0%
Cc1ccc(-c2cn(-c3ccccc3)c(SCC(=O)NC3CCS(=O)(=O)C3)n2)cc1C (configuration not stated),?,?,2µM*,13µM*,?,?,6,71%,?,3.2µM*,-3%
C=CCn1c(-c2cccc(OC)c2)nc2nc3ccccc3nc21,2%,15µM*,-1%,-24%,-9%,-4%,7,8%[1.84 µM],-19%,-1%,3%
CCc1cc2ccccc2nc1Cl,-1%,-12%,-5%,-4%,-1%,4%,0,8%,7%,-1%,0%
CCOC(=O)c1c(O)cc(OC)cc1CCc1ccccc1,17%,nt,nt,nt,0%,nt,nt,4%,-2%,nt,3%
N#Cc1ccccc1S(=O)(=O)N1CCN(C(=O)C2CC(=O)N(c3ccc4c(c3)OCCO4)C2)CC1 (configuration not stated),-1%,nt,nt,nt,0%,nt,nt,-16%,4%,nt,0%

# From PubChem BioAssay
